Screening data deposited in PubChem BioAssay by National Center for Advancing Translational Sciences (NCATS).
TbPYK inhibitor – qHTS of Trypanosoma Brucei Inhibitors; TbPYK enzyme, Kinase-Glo Plus ATP luminescence, 45 min; Potency, µM (highest dose often 76.8 µM), inactives show top-dose activity, negative = inhibition, hits mostly inhibitors; pyruvate kinase (Trypanosoma brucei), Q57TT1; AID 624173, 2012; 0.12% of 410,000 active; note: potency is the fitted concentration of half-maximal effect; nearly all actives have a fitted effect of over 50% in size
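Screened from lowest to highest concentration, compounds were pinned into TbPYK/substrate mixtures, and ADP (130 uM final) was added. Plates sat at room temperature for 45 min prior to Kinase-Glo Plus detection by luminescence.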
AmpC detergent – qHTS Inhibitors of AmpC Beta-Lactamase (assay with detergent) | P00811 | AmpC hydrolysis of nitrocefin, absorbance 480 nm, 0.01% Triton | Potency, µM (top dose mostly 114 µM), for the others: top-dose activity change, negative = inhibition, actives largely listed as inhibitors | 0.041% of 370,000 active;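 note: potency is the fitted concentration of half-maximal effect; 0% = no-compound wells and -100% = no-enzyme wells; nearly all actives have a fitted effect of over 25% in size; some results filed as inactive show a strong effect at the top dose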
Target sequence (P00811 whole entry, looked up): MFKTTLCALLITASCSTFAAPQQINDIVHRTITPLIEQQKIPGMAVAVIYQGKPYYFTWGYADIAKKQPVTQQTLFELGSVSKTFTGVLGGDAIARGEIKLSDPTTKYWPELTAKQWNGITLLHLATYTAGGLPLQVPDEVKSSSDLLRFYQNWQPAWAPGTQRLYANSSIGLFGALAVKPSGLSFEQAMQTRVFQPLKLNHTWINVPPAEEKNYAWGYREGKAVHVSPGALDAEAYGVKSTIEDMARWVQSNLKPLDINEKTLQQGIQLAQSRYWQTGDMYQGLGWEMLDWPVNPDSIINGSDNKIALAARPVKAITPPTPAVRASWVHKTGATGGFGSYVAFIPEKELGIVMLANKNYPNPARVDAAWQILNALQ
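AmpC (5.3 nM in the dispensed reagent) in 20 mM phosphate pH 7.0 with 0.01% (detergent screen) or 0.0001% Triton X-100 was preincubated with compounds for 15 min at room temperature. Nitrocefin was then added from an 800 uM solution, and hydrolysis was followed at 480 nm.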
HCMV antiviral – qHTS Assay for inhibitors of the human cytomegalovirus (HCMV) | HFF cells, HCMV-luciferase reporter, 72 h; stronger effect = lower value | AID 1259415, 2018 | activity change, negative = inhibition, % at 57.5 µM | 4.5% of 410,000 active; in the data active = activity change below about -60%; inconclusive = no clear call, values can overlap the other calls; inactive = above about -39%
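HFF cells seeded 16 h at 37C, treated with compounds, infected with luciferase-reporter HCMV at MOI 1 PFU/cell; luciferase read at 72 h post infection, normalized to buffer-only and Salinomycin controls.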
AmpC inh no detg – qHTS Inhibitors of AmpC Beta-Lactamase (assay without detergent). AID 485341, 2010. P00811. AmpC nitrocefin hydrolysis, absorbance 480 nm, 0.0001% Triton. 0.52% of 330,000 active. Potency, µM (highest dose often 57.1 µM), for the others: at the highest dose activity change, negative = inhibition, actives largely listed as inhibitors;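 note: potency is the fitted concentration of half-maximal effect; plate controls were no compound for no effect and no enzyme for full effect; nearly all actives have a fitted effect of over 20% in size; some results filed as inactive show a strong effect at the top dose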
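AmpC (5.3 nM in the dispensed reagent) in 20 mM phosphate pH 7.0 with 0.01% (detergent screen) or 0.0001% Triton X-100 was preincubated with compounds for 15 min at room temperature. Nitrocefin was then added from an 800 uM solution, and hydrolysis was followed at 480 nm.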
AMA1 RON2 block – qHTS for Inhibitors of AMA1-RON; Towards Development of Antimalarial Drug Lead: Primary Screen. 0.2% of 360,000 active. AlphaScreen AMA1-biotinylated RON2 peptide binding. Potency, µM (doses to about 58.2 µM), for inactives: top-dose activity change, negative = inhibition, hits mostly inhibitors;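 note: potency is the fitted concentration of half-maximal effect; 0% = vehicle wells and -100% = peptide control; nearly all actives have a fitted effect of over 45% in size; some results filed as inactive show a strong effect at the top dose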
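AMA1 (3D7) with his tag at 25 nM final met compounds first, then biotinylated RON2 peptide at 25 nM; detection used donor plus acceptor beads, 10 µg/mL apiece, read by AlphaScreen after 30 min at room temperature.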
LmPK inhibitor – qHTS Assay for Inhibitors of Leishmania Mexicana Pyruvate Kinase (LmPK). AID 1721, 2009. Potency, µM (doses to about 57.5 µM), for inactives: at the highest dose activity change, negative = inhibition, most hits filed as inhibitors. 0.37% of 290,000 active. purified LmPK, Kinase-Glo ATP luminescence, 1 h; note: potency is the fitted concentration of half-maximal effect
Target sequence (Q27686 whole entry, looked up): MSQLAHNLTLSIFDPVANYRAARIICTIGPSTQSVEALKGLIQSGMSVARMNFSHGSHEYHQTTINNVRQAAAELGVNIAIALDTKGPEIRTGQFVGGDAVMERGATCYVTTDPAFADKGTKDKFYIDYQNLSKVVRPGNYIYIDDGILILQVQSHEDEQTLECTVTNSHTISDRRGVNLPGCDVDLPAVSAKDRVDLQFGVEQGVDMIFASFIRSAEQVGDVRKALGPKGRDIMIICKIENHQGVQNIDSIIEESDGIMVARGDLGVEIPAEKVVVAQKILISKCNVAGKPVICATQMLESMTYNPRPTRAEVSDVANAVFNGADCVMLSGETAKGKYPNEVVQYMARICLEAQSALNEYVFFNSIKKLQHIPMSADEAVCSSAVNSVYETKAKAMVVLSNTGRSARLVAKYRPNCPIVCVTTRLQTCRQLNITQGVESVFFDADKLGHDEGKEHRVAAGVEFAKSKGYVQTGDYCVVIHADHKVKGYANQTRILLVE
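In 50 mM imidazole pH 7.2 with 7 mM MgCl2, LmPK (0.1 nM) turned over PEP (0.5 mM) and ADP (0.1 mM) for 1 h at room temperature. Luciferase read-out of ATP.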
HCV inh – qHTS Assay for Inhibitors of Hepatitis C Virus (HCV); AID 651820, 2012; Huh7.5.1 HCVcc-Cre infection, luciferase reporter, 44 h; Potency, µM (highest dose often 41.8 µM), for inactives: at the highest dose activity change, negative = inhibition, actives largely listed as inhibitors; 3.4% of 340,000 active; note: potency is the fitted concentration of half-maximal effect
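HCVcc-Cre virus at an moi near 0.5 was added right after compound to cells cultured 4 h from seeding (1,000 cells/well). Luciferase activity was determined 44 h later, 15 min after substrate addition at RT.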
* marks the source's active call; other numbers are inactive results; ? = inconclusive; . = no result given; [ ] = dose if it differs, or a comment. Unless noted, calls come from the whole dose curve; as a rule, active = well fitted curve in the direction sought with a large enough effect; inconclusive = small, poorly fitted or top-dose-only effect, or another doubt; inactive = no such curve, though single readings can be large; an effect the other way counts as inactive or inconclusive. Unless noted, % is set by controls: 0 for no effect and ±100 for the full control effect. Not a hit list (roughly 7.5% active in at least one column).

entry	mol	TbPYK inhibitor	AmpC detergent	HCMV antiviral	AmpC inh no detg
1	COc1ccc(S(=O)(=O)c2ccc(OCC3CO3)cc2)cc1 (stereo not drawn)	3.7%	-12.9%	-19.4	-41.1%
2	c1ccc(NC2=Nc3ccccc3CS2)cc1	-6.5%	-7.1%	25.5	-28.1%
3	O=C(NC(NNc1ccc([N+](=O)[O-])cc1)(C(F)(F)F)C(F)(F)F)c1ccccc1Cl	2.5%	-6.9%	5.7	-26.5%
4	Cc1c(O)c(=O)c2ccccc2n1C	4.5%	-11.8%	4.9	-7.5%
5	O=C(CSc1nnc(NC(=O)C2CC(=O)N(c3ccccc3)C2)s1)NCC1CCCO1 (stereo not drawn)	-9.5%	2.4%	2.1	-21.1%
6	O=S(=O)(CCc1nc2ccccc2[nH]1)c1ccc(Br)cc1	-6.8%	-11.3%	?	-48.9%
7	Cc1cc(C)c(NC(=O)C2CCCO2)c(C)c1 (stereo not drawn)	1.4%	.	23.8	.
8	CCCCN(CC)C(=O)c1cccc(Cl)c1	2.6%	-0.1%	-11.1	-2.3%
9	COc1ccc(-c2csc(/C(C#N)=C/Nc3ccc4c(c3)OCCO4)n2)cc1	-0.1%	-4.6%	-21.0	-16.0%
10	CCOc1ccccc1NC(=O)CN(c1ccc(Cl)cc1)S(C)(=O)=O	2.6%	-1.0%	3.9	-3.4%
11	CCOc1cccc(NC(=O)C2CC(=O)N(c3ccc(F)cc3)C2)c1 (stereo not drawn)	3.3%	-12.1%	-31.4	-14.1%
12	Clc1cccc(C2Nc3cccc4cccc(c34)N2)c1Cl	-11.3%	?	-5.8	-39.4%

entry	AMA1 RON2 block	LmPK inhibitor	HCV inh
1	-0.7%	0.4%	-4.3%
2	-2.5%	-12.6%	?
3	-9.6%	-2.1%	?
4	65.1%[activator]	-1.9%	-4.7%[8.37 µM]
5	9.9%	1.4%	9.0%
6	11.3%	-1.0%	11.8%
7	3.4%	.	15.0%
8	-2.9%	-6.2%	17.3%
9	-6.0%	-3.0%	0.9%
10	-2.2%	-1.3%	-13.4%
11	5.6%	-0.5%	29.1%
12	?	12.4%	2.7%

Further results.
entry	mol	TbPYK inhibitor	AmpC detergent	HCMV antiviral	AmpC inh no detg
13	O=C1NCCCCC1NS(=O)(=O)c1cccc(C(F)(F)F)c1 (stereo not drawn)	-0.6%	-1.7%	.	-3.2%
14	N#Cc1nc(-c2ccccc2F)oc1NCCN1CCOCC1	1.1%	-7.7%	19.1	-6.9%
15	CC(=O)Nc1cccc(N(C(=O)C2COc3ccccc3O2)C(C(=O)NC2CCCCC2)c2cn(C)nc2C)c1 (stereo not drawn)	10.8%	-4.2%	-32.2	-3.7%
16	Cc1ccccc1C(=O)Nc1c(C(=O)N(CCN(C)C)Cc2ccco2)oc2ccccc12	-2.6%	?	-30.3	88.8%[activator]
17	Cc1cc(C)n(-c2nnc3n2N=C(c2ccccc2)CS3)n1	5.4%	-4.6%	-14.2	11.1%
18	O=c1cc(-c2ccco2)nc(-c2cccs2)o1	-8.5%	-8.0%	-29.7	-16.4%
19	O=C(COC(=O)c1ccc2ncsc2c1)NCc1ccccc1Cl	-1.8%	.	-15.2	-23.8%
20	O=C(CCNC(=O)C1CCN(S(=O)(=O)c2ccccc2)CC1)Nc1cccc(C(F)(F)F)c1	-0.1%	-13.5%	-15.9	155.8%[activator]
21	COC(=O)c1ccccc1NC(=O)Oc1ccc(C(C)C)cc1	-0.1%	-4.8%	53.3	-4.1%
22	CCOc1ccccc1NC(=O)CSc1ccc2nnc(-c3cccnc3)n2n1	3.4%	-6.8%	-7.2	-15.9%
23	COC(=O)c1ccc(C)c(NS(=O)(=O)c2ccc(NC(C)=O)cc2)c1	1.6%	?	-20.0	-6.1%
24	Cc1csc(=O)n1CCC(=O)OCC(=O)Nc1ccc(C(N)=O)cc1	1.9%	?	32.2	-16.0%

entry	AMA1 RON2 block	LmPK inhibitor	HCV inh
13	-4.3%	-0.8%	-7.8%
14	10.3%	8.1%	-5.2%
15	2.6%	-5.4%	4.4%
16	-5.2%	-2.0%	?
17	0.2%	0.7%	6.9%
18	0.6%	-2.8%	2.1%
19	-0.7%	.	0.7%
20	8.3%	-11.3%	-8.0%
21	-10.9%	-3.0%	15.0%
22	-9.4%	-1.4%	-24.6%
23	-2.1%	3.2%	-10.0%
24	-4.6%	.	12.9%

Next records:
entry	mol	TbPYK inhibitor	AmpC detergent	HCMV antiviral	AmpC inh no detg
25	O=C(O)c1ccccc1C(=O)OCC1CCC(=NO)CC1 (stereo not drawn)	-0.2%	.	0.8	.
26	Cc1nc(-c2ccc(C(=O)O)cc2)cs1	-19.4%	-18.1%	-33.5	-8.1%
27	COc1ccc(NC(=S)N2CCCC2c2ccc(OC)c(OC)c2)cc1 (stereo not drawn)	6.6%	6.8%	0.0	22.8%
28	CCOc1cccc(CN2CCN(CCc3ccccc3)C(CCO)C2)c1O (stereo not drawn)	0.8%	2.5%	?	44.1%
29	CCCCNC(=S)N(CCCO)Cc1cc2cc3c(cc2[nH]c1=O)OCCO3	-5.9%	-11.6%	30.4	-6.7%
30	COc1ccc(C(=O)NCCS(=O)(=O)NCc2ccc(C)cc2)cc1	0.1%	-8.0%	-21.9	-13.7%
31	CN(C)CCCN(C(=O)c1ccc(S(=O)(=O)N2CCc3ccccc3C2)cc1)c1nc2c(F)cc(F)cc2s1	-3.5%	?	.	139.8%[activator]
32	Cn1c(CC(=O)Nc2ccccc2)nnc1SCC(=O)c1ccccc1	-9.7%	-1.2%	6.2	11.2%
33	COc1ccc(C(=O)Cc2ccccc2C(=O)O)cc1	-19.5%	.	-18.7	.
34	COc1ccccc1CNCC(=O)Nc1ccccc1-n1cccc1	15.8%	0.2%	23.8	11.0%
35	CCOCCCNC(=O)C(NC(=O)c1ccc(=O)[nH]c1)c1ccccc1 (stereo not drawn)	-6.1%	?	-27.6	-12.5%
36	C[N+](C)(C)CCN1CCc2ccccc21	-3.1%	.	-11.5	.

entry	AMA1 RON2 block	LmPK inhibitor	HCV inh
25	8.5%	.	.
26	-5.1%	-27.0%	18.2%
27	17.2%	2.0%	-2.3%
28	23.0%	6.3%	-11.6%
29	0.8%	-1.3%	9.7%
30	3.6%	.	-2.6%
31	?	.	-33.8%
32	5.5%	8.8%	?
33	-2.8%	.	19.3%
34	-9.4%	-0.4%	-7.1%
35	-3.8%	-4.4%	16.3%
36	-1.8%	.	.

The list goes on; the last 3 above are carried over.
entry	mol	TbPYK inhibitor	AmpC detergent	HCMV antiviral	AmpC inh no detg
34	COc1ccccc1CNCC(=O)Nc1ccccc1-n1cccc1	15.8%	0.2%	23.8	11.0%
35	CCOCCCNC(=O)C(NC(=O)c1ccc(=O)[nH]c1)c1ccccc1 (stereo not drawn)	-6.1%	?	-27.6	-12.5%
36	C[N+](C)(C)CCN1CCc2ccccc21	-3.1%	.	-11.5	.
37	CN1C(=O)CC(Sc2ccccc2C(=O)O)C1=O (stereo not drawn)	-1.2%	2.1%	36.9	-15.5%
38	CCOC(=O)CNC(=O)c1cc(-c2ccc3c(c2)OCCO3)oc1C	-7.8%	-2.7%	39.8	-2.0%
39	Cc1cc(C)n(C(=O)C(C(=O)c2ccccc2)C(C)C)n1 (stereo not drawn)	7.6%	-12.6%	-17.9	-14.3%
40	Cc1noc(C)c1COC(=O)c1cc2c3ccccc3n(C)c2s1	-23.1%	-7.9%	16.8	1.4%
41	Cc1cnc(-c2nnc(N(C)C(=O)C3CCCO3)s2)cn1 (stereo not drawn)	-4.3%	?	26.6	-41.1%
42	C/C(=N\NC(=O)CN1CCCCC1)c1cccc([N+](=O)[O-])c1	-2.3%	.	74.6	.
43	COc1ccc(-c2noc(CCC(=O)Nc3nc4ccccc4s3)n2)cc1	4.8%	1.8%	57.1	-28.9%
44	CCSc1ncc(Cl)c(C(=O)Nc2ccccc2Cl)n1	-2.2%	-1.8%	?	-20.4%
45	COc1cc(-c2noc(-c3cccs3)n2)cc(OC)c1OC	-11.9%	-12.3%	138.8	7.1%
46	Cc1ccc(CNC(=O)C2CCN(S(=O)(=O)N3CCOCC3)CC2)cc1	5.9%	-7.4%	18.9	3.3%
47	O=C(CN1CCN(c2ncc(C(F)(F)F)cc2Cl)CC1)NCCNc1ncc(C(F)(F)F)cc1Cl	1.0%	-8.2%	-34.2	-5.1%
48	C/C(=N\NC(=O)c1cccc(F)c1)c1ccc(Br)s1	-16.3%	2.7%	-1.9	-7.5%

entry	AMA1 RON2 block	LmPK inhibitor	HCV inh
34	-9.4%	-0.4%	-7.1%
35	-3.8%	-4.4%	16.3%
36	-1.8%	.	.
37	13.0%	-4.1%	21.8%
38	0.1%	1.5%	?
39	-8.2%	0.3%	30.6%[activator]
40	0.0%	-1.8%	11.2µM*
41	-7.5%	-2.6%	10.3%
42	11.8%	.	-1.4%
43	2.4%	-0.8%	-28.9%
44	11.9%	3.0%	-9.8%
45	-2.6%	1.1%	?
46	-6.7%	-8.2%	9.6%
47	3.7%	4.3%	-2.6%
48	45.9%[activator]	1.1%	-26.5%

More entries follow:
entry	mol	TbPYK inhibitor	AmpC detergent	HCMV antiviral	AmpC inh no detg
49	COc1ccc(C(=O)c2cc3cccc(OC)c3o2)cc1	-4.7%	2.0%	-26.5	-8.4%[2.29 µM]
50	CS(=O)(=O)Nc1ccc(C(=O)Nc2ccc3c(c2)OCO3)cc1	0.4%	-2.1%	-8.5	-10.1%
51	CCOC(=O)C1CCN(C(=O)CN2C(=O)NC(C)(c3ccc4cc(OC)ccc4c3)C2=O)CC1 (stereo not drawn)	1.2%	.	-23.8	131.0%[activator]
52	COc1ccc(C(=O)NCCc2c[nH]c3ccccc23)cc1OC	0.5%	?	14.5	-22.3%
53	O=C(/C=C/Nc1ccccc1Br)c1ccccn1	?	-7.1%	-85.4*	.

entry	AMA1 RON2 block	LmPK inhibitor	HCV inh
49	-1.9%	?	?
50	-19.8%	-9.5%	-24.5%
51	0.4%	.	?
52	0.5%	0.1%	?
53	-1.1%	5.01µM*	-8.6%
